Screens deposited in PubChem BioAssay by Broad Institute.
Cneo AK release: Cryptococcus neoformans cell lysis inducers, primary screen, AK release luminescence, single concentration | C. neoformans lysis, adenylate kinase release luminescence, 4 h; normalised: neutral wells 0, clomiphene wells 100 | lysis activity, % at 15 µM | hit rate 0.2% among 360,000 | AID 651654, 2012;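 active = mean lysis activity across replicates of at least 80%, whatever share of replicates individually reach that level; inactive = mean lysis activity below 80%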
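Assay system: log-phase C. neoformans yeast / Quantity: yeast cell density of 5 × 10^6 cells/mL / Medium: fresh YPD growth medium / Compound: single dose / Timing: static 4 h at 37 °C with compound, 1 h detection / Measured by: adenylate kinase release luminescence / Read-out: lysis from increased AK signal / Benchmarks: Clomiphene as positive lysis control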
PAX8 inh HTS: inhibitors of PAX8-driven TPO luciferase reporter, primary screen, RMG-I cells, single concentration; SteadyGlo, 24 h; inhibition, % at 12.6 µM; hit rate 1.2% among 360,000;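 active = mean replicate inhibition at least 60% with every replicate also reaching 60%; inconclusive = only one of the two criteria is met; inactive = mean below 60% and not all replicates reaching 60%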;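 also: luciferase light reporting Pax8 driven TPO promoter activity; plate controls were median of neutral control wells for no effect and mitoxantrone controls for full effect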
EWS-Fli block: EWS/Fli-driven NR0B1 reporter inhibitors, primary screen, A673 cells, NR0B1 luciferase, luminescence, MLPCN library | inhibition, % at 12.6 µM | viability-normalised | hit rate 0.67% among 350,000;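 active = mean inhibition of at least 50% after viability correction, with every replicate also passing that limit; inconclusive = mean reaches 50% but only one of two replicates passes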;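 also: firefly luciferase signal divided by Alamar Blue viability fluorescence both relative to DMSO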
PGC1a acetyl inh: inhibitors of PGC1a acetylation signal, primary screen, cell-based, U2OS, AlphaScreen, inhibitor mode; AlphaScreen anti-acetyl-lysine; with virally co-expressed GCN5 acetyltransferase; inhibition, % at 15.6 µM; hit rate 0.17% among 350,000;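 active = every replicate shows inhibition of at least 40%; inconclusive = mean inhibition at least 40% but some replicate below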;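 also: 0% = neutral control wells and 100% = positive control wells; some results beyond the cut were filed as inactive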
LGR2 antag: inhibitors of bursicon-induced LGR2 CRE-luciferase signal, primary screen, cell-based, HEK293, CRE-luciferase reporter, bursicon stimulation | bursicon-stimulated, 4 h | hit rate 0.35% among 380,000 | AID 720647, 2013 | inhibition, % at 9.99 µM | Drosophila bursicon receptor LGR2 (rickets);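 active = drop in luminescence signal, shown as inhibition above about 50% in the replicate tests, limit read from the data, passing the limit was not always enough; inconclusive = probably only some replicates passing the limit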;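 also: agonist challenge used bursicon conditioned medium at about half maximal strength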
CASP6 VEID inh: human caspase-6 inhibitors, primary screen, biochemical, VEID-R110 fluorescence, single point, set 2; P55212; inhibition, % at 12.5 µM; hit rate 0.53% among 350,000; purified caspase-6, Z-VEID-R110 cleavage fluorescence;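 active = mean inhibition across replicates at least about 35%, with every replicate also reaching that limit, limit read from the data; inconclusive = only one of the two criteria met; inactive = neither criterion met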;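 also: 0% = median of neutral control wells and 100% = no fluorescence left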
Target sequence (P55212 24-179 limits assumed): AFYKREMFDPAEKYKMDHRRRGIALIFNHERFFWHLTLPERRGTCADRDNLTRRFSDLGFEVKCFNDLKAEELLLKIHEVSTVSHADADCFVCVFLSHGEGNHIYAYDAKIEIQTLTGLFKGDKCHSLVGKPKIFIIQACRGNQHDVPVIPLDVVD
Target sequence (P55212 194-293 limits assumed): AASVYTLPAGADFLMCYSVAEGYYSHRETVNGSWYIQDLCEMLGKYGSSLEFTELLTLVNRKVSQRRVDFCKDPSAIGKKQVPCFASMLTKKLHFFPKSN
miR122 inh: miR-122 Renilla sensor signal increase in Huh7, primary screen, miR-122 inhibitor project, cell-based, single point, plate reader. Huh7 miR-122 Renilla luciferase sensor, 48 h; neutral wells = 0, positive control = 100. activation (reporter increase), % at 12.5 µM. hit rate 0.3% among 340,000. AID 602342, 2012;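 active = mean replicate activation score at least 90 and every replicate individually at or above 90; inconclusive = only one of the two criteria met; inactive = neither criterion met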;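 also: higher luciferase means less miR-122 activity so hits act as miR-122 inhibitors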
FN deposit inh: inhibitors of fibronectin matrix deposition, primary screen, AH1F cells, Alexa488-fibronectin fluorescence, plate reader. hit rate 0.086% among 350,000. AID 743247, 2014. inhibition, % at 12.6 µM. AH1F fibroblasts, overnight;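 active = mean inhibition across replicates of 30% or more, regardless of how many single replicates reach that level; inconclusive = mean under 30% yet at least half of replicates reach 30%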;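 also: positive control wells lacked labelled fibronectin entirely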
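Assay system: AH1F fibroblast monolayer, labelled fibronectin deposition. Amount: 10000 cells per well. Also added: labelled fibronectin 24 nM. Compound: single-point pinned compound. Incubation: cell attachment 1 h, compound and FN exposure overnight. Detection: fluorescence after three HBSS washes, excitation 485 nm, emission 525 nm. Read-out: inhibition of fibronectin deposition signal.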
* hit, by the source's call; u = inconclusive; x = no result given; [ ] = remark or other dose. Outcome played no part in choosing rows. Share with any hit: about 2.5%.

SMILES	Cneo AK release	PAX8 inh HTS	EWS-Fli block	PGC1a acetyl inh	LGR2 antag	CASP6 VEID inh	miR122 inh	FN deposit inh
Cc1ccccc1CN(C)C(=O)COC(=O)CSc1ccc([N+](=O)[O-])cc1	2.6	-22.1	9.3	x	6.1	71.0*	x	-3.5
Cc1ccc(N2CN=C3SCC(=O)N3C2)cc1C	-2.1	-49.3	-12.1	10.6	2.6	3.5	-0.8	-4.4
Cc1onc(-c2c(F)cccc2Cl)c1C(=O)Oc1ccccc1	x	-7.8	-2.6	x	-0.9	1.7	x	-5.6
C[C@H]1CN([C@@H](C)CO)C(=O)c2cccc(NC(=O)C3CCOCC3)c2O[C@@H]1CN(C)Cc1ccc(C(F)(F)F)cc1	1.2	-9.7	-4.1	-22.3	-19.9	1.8	105.3*[16.7 µM]	x
Cc1sc(N2C(=O)C3C(C2=O)[C@H]2C=C[C@@H]3C2)c(C#N)c1C (some centres not stated)	x	-4.9	11.6	x	1.1	-0.6	x	-4.1
Cc1ccc(-n2c(C)cc(=O)cc2C)c(C)c1	0.0	-4.0	-49.4	3.5	x	1.0	3.6	-1.3
CCc1n[nH]c(=S)n1N=C1CCC(C)CC1 (configuration not stated)	0.9	1.1	4.6	13.5	-6.3	4.7	-0.3	-2.0
COCCCNc1nc2nonc2nc1N1CCC(C(C)N2CCOCC2)CC1 (configuration not stated)	1.7	8.2	11.9	4.8	-0.1	-5.0	6.3	-13.6
CCOC(=O)C1CCN(Cc2ccc(F)cc2F)CC1	0.0	x	-15.1	-9.0	13.5	0.1	-5.6	x
CNC[C@@H]1Oc2ccc(NS(C)(=O)=O)cc2C(=O)N([C@@H](C)CO)C[C@H]1C	-2.7	-18.4	11.6	-5.1	5.8	2.8	0.1[16.7 µM]	x
COc1cc(NC(=O)c2cc(-c3ccc(F)cc3OC(C)C)n[nH]2)cc(OC)c1OC	-1.8	10.5	-3.2	3.5	12.3	-0.3	-5.5	-1.8
COc1cc(NC(=O)c2cccs2)ccc1NC(=O)c1ccco1	8.5	-152.4	x	4.3	x	x	-5.2	-3.9

Reprinted at random: 5 compounds from above, in no set order.
SMILES	Cneo AK release	PAX8 inh HTS	EWS-Fli block	PGC1a acetyl inh	LGR2 antag	CASP6 VEID inh	miR122 inh	FN deposit inh
Cc1ccc(-n2c(C)cc(=O)cc2C)c(C)c1	0.0	-4.0	-49.4	3.5	x	1.0	3.6	-1.3
COc1cc(NC(=O)c2cc(-c3ccc(F)cc3OC(C)C)n[nH]2)cc(OC)c1OC	-1.8	10.5	-3.2	3.5	12.3	-0.3	-5.5	-1.8
CCOC(=O)C1CCN(Cc2ccc(F)cc2F)CC1	0.0	x	-15.1	-9.0	13.5	0.1	-5.6	x
Cc1ccc(N2CN=C3SCC(=O)N3C2)cc1C	-2.1	-49.3	-12.1	10.6	2.6	3.5	-0.8	-4.4
Cc1onc(-c2c(F)cccc2Cl)c1C(=O)Oc1ccccc1	x	-7.8	-2.6	x	-0.9	1.7	x	-5.6

Returning to the listing; the 2 compounds before the break are reprinted first.
SMILES	Cneo AK release	PAX8 inh HTS	EWS-Fli block	PGC1a acetyl inh	LGR2 antag	CASP6 VEID inh	miR122 inh	FN deposit inh
COc1cc(NC(=O)c2cc(-c3ccc(F)cc3OC(C)C)n[nH]2)cc(OC)c1OC	-1.8	10.5	-3.2	3.5	12.3	-0.3	-5.5	-1.8
COc1cc(NC(=O)c2cccs2)ccc1NC(=O)c1ccco1	8.5	-152.4	x	4.3	x	x	-5.2	-3.9
C[C@@H](NC(=O)C[C@@H]1C[C@H]2c3cc(NS(C)(=O)=O)ccc3O[C@H]2[C@H](CO)O1)c1ccccc1	3.1	7.0	-10.9	0.5	12.2	-0.1	0.2[16.7 µM]	x
CCCCC(=O)Nc1nc(C)c(-c2csc(Nc3ccccc3OC)n2)s1	-0.2	-13.3	1.1	-16.9	-19.9	-12.7	-2.8	-4.3
C[C@H]1CN([C@@H](C)CO)C(=O)c2c(c3ccccc3n2C)-c2ccccc2CO[C@@H]1CN(C)C(=O)Cc1ccccc1	-1.4	13.2	11.5	-13.7	23.6	-1.2	x	-13.7
Cc1noc(C)c1NC(=O)Nc1ccc2c(c1)C(=O)N([C@H](C)CO)C[C@H](C)[C@@H](CN(C)C(=O)c1ccccc1)OCCCC[C@@H](C)O2	-1.2	-9.1	4.0	-9.5	6.1	-0.9	16.4[16.7 µM]	x
COc1ccc(C#Cc2cnc3c(c2)C(=O)N([C@@H](C)CO)C[C@@H](C)[C@@H](CN(C)CC2CCCC2)O3)cc1	1.5	x	9.1	-31.2	1.7	1.9	-22.1[16.7 µM]	x
CCS(=O)(=O)Nc1ccc2c(c1)C(=O)N(C)[C@@H]1CC[C@@H](CC(=O)NC)O[C@H]1CO2	x	-18.0	-1.1	5.8	2.1	x	-16.7[16.7 µM]	6.6
COc1cccc(NC(=O)N(C)C[C@@H]2Oc3cc(-c4ccccc4OC)ccc3S(=O)(=O)N([C@@H](C)CO)C[C@@H]2C)c1	-5.6	14.9	-10.0	-19.4	6.3	1.8	-14.5[16.7 µM]	x
CCn1c(=O)c(CCC(=O)NCCN2CCOCC2)c(C)c2c(C)nn(-c3cccc(C)c3)c21	-3.1	-4.7	-1.4	-15.2	0.2	-4.0	-3.6	-6.0
CCCNc1nc(Cl)nc(Nc2ccc(Cl)cc2)n1	-1.0	5.2	-32.1	x	-25.1	-1.6	x	8.4
Cc1noc(C)c1S(=O)(=O)Nc1ccc2c(c1)CC(=O)N([C@@H](C)CO)C[C@@H](C)[C@H](CN(C)C)O2	45.5	-2.5	10.6	-0.6	10.3	0.1	10.4[16.7 µM]	x
CC(=O)n1cc([C@H]2C=C(C(=O)N3CCCCCCC3)O[C@@H](OCCCCO)C2)c2ccccc21	-12.3	1.5	7.2	-9.6	x	-0.4	x	x
CCc1cccc(CC)c1NC(=O)Cn1c(-c2ccccc2Cl)nc2ccccc21	x	-20.8	-13.2	x	-13.1	x	x	-0.3
CC(=O)c1cccc(NC(=O)N2CCCCCC2)c1	12.5	-13.4	1.3	x	5.2	-6.1	x	3.2
O=CN/N=C/c1c(O)ccc2ccccc12	x	18.2	24.6	x	-3.5	-3.4	3.7	8.7
Cc1ccc(NC(=O)CSCc2cc(=O)n3nc(C4CC4)sc3n2)cc1	1.0	13.4	-10.3	12.6	3.4	1.2	1.2	0.2
COc1ccc2c3c([nH]c2c1)[C@H](CO)N(Cc1ccccc1)CC31CN(C(=O)Nc2cccc(F)c2)C1	x	x	-13.7	21.4	10.4	-1.2	x	1.0
COc1cc(OC)c(C(=O)OCC(=O)N(Cc2ccccc2)C(C)(C)C)cc1OC	x	15.9	8.3	6.2	18.0	3.8	x	-8.4
Cc1ccc(S(=O)(=O)Nc2ccc3c(c2)C(=O)N([C@H](C)CO)C[C@@H](C)[C@@H](CN(C)C(=O)CCC(F)(F)F)OCCCC[C@H](C)O3)cc1	-5.3	-7.1	-1.0	2.1	4.2	12.1	15.6[16.7 µM]	-1.7
COc1ccccc1C(=O)Nc1ccc2[nH]ncc2c1	-5.5	-41.6	-24.3	-6.1	3.1	3.4	-0.2	6.4
CCCCNC(=O)/C(=C/c1ccccc1)NC(C)=O	x	138.8*	-4.8	-4.4	x	-8.2	-2.4	-8.4
CCN(C(=O)CSc1nnc2ccccn12)c1c(N)n(Cc2ccccc2)c(=O)[nH]c1=O	x	-7.2	5.3	-2.1	-12.3	-2.1	5.7	1.2
O=C1OCc2nc3cc4c(cc3c(-c3ccc(F)cc3)c21)OCO4	-1.4	-26.1	4.1	6.1	-21.5	-4.0	4.0	-0.9
CCCNC(=O)N(C)C[C@@H]1Oc2ncc(-c3ccc(F)cc3)cc2C(=O)N([C@@H](C)CO)C[C@@H]1C	1.6	x	-9.2	-5.1	-0.3	3.1	-9.5[16.7 µM]	x
CN(C(=O)CSc1nc2ccccc2c(=O)n1-c1ccc(F)cc1F)C1CCS(=O)(=O)C1 (configuration not stated)	0.0	-1.9	-13.6	x	-30.3	0.5	4.2	-1.4
Cc1nnc(N2CCOCC2)c2ccccc12	0.8	x	x	54.1	x	x	3.9	5.2
NC(=O)c1ccc(N2CCCCCC2)c([N+](=O)[O-])c1	x	4.5	2.2	x	4.9	-2.2	x	-3.9
Cc1cc(CN2CCCC(C(=O)Nc3ccc(-c4nc5ccccc5[nH]4)cc3)C2)n[nH]1 (configuration not stated)	-5.8	-27.2	-60.8	x	-54.3	-5.0	x	9.5
CCOc1ccc(Cn2nnc(C(=O)NCCc3ccccc3)c2N)cc1	1.7	-35.2	-20.4	10.4	-15.1	-2.1	4.2	-3.9
COc1ccc(S(N)(=O)=O)cc1C(=O)NCC1(N2CCCCC2)CCCCC1	0.7	4.3	x	-15.6	x	x	-2.2	4.3
Cc1ccc(CSc2nc3ccncc3[nH]2)cc1	-7.0	13.1	46.9	5.8	u	0.0	-2.2	-1.9
Cc1ccc(S(=O)(=O)N2CCCCC2)cc1NC(=O)CCN1C(=O)C2CC=CCC2C1=O (configuration not stated)	-1.4	2.4	3.4	-6.8	-5.0	3.3	x	0.1
CN(CC1CCCO1)S(=O)(=O)c1ccc(C(=O)Nc2ccccc2F)cc1 (configuration not stated)	-0.7	-16.8	-10.4	x	8.3	-2.7	x	5.2
O=C1CC[C@@H]2c3[nH]c4ccc(F)cc4c3CCN12	-3.0	-7.8	-8.0	x	x	0.4	x	x
COc1ccccc1OCC(=O)Nc1ccc2c(c1)n(C)c(=O)n2C	0.0	-4.6	4.1	-0.8	11.9	-1.1	11.9	0.7
COCC(=O)N1[C@H](CO)[C@H](c2ccccc2)[C@@H]1CNC(=O)c1ccccn1	35.1	10.7	-6.0	4.4	10.2	-0.7	108.3*[16.7 µM]	11.5
COc1ccc(CN2CCC(=O)N([C@H](CO)c3ccccc3)CC2)cc1OC	0.5	20.6	-16.4	-2.1	-16.6	-2.7	-9.1	6.5
C[C@@H]1CCCCO[C@H](CN(C)S(=O)(=O)c2cccs2)[C@H](C)CN([C@@H](C)CO)C(=O)c2cc(NS(C)(=O)=O)ccc2O1	-1.1	1.5	-6.0	-2.7	4.8	0.5	4.9[16.7 µM]	x
CC(SC(=S)N1CCCC1)C(=O)O (configuration not stated)	x	-4.7	-2.6	-1.9	-7.4	-2.6	-0.4	6.6
C[C@@H]1CN([C@@H](C)CO)C(=O)c2cc(C#CC3(O)CCCC3)cnc2O[C@@H]1CN(C)C(=O)CC1CC1	-1.3	x	-3.3	11.2	11.6	-1.2	-9.0[16.7 µM]	-0.6
CN1CCN(C(=O)C[C@@H]2CC[C@H]3[C@@H](COC[C@@H](O)CN3C(=O)C3CC3)O2)CC1	-3.6	-9.7	-1.5	-2.3	-13.7	0.9	-4.3[16.7 µM]	0.2
O=C(COc1ccccc1)NC(=S)Nc1cccc2c(O)cccc12	x	12.1	4.6	x	19.3	18.2	x	16.4
